# Screening data (PubChem BioAssay)
# HEK293 cAMP ctrl: counter-screen for TSHR agonists: cAMP increase in parental HEK293 | parental HEK293 CNG cAMP sensor, membrane potential fluorescence | Potency, µM (titrated, usually from 57.1 µM), inactives show top-dose activation, actives largely listed as activators | 73,000 compounds, 2.5% hits | AID 938; also: potency is read from the fitted curve at half-maximal effect; % of control where 0% means no effect; nearly all actives have a fitted effect of over 55% in size
#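 Counterscreen for endogenous-receptor signalling: CNG-channel HEK 293 cells report cAMP rise by membrane depolarization. After 60 min dye equilibration with 100 uM RO 20-1724, compounds incubated 30 min before bottom-read fluorescence at 590 nm.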
# ALOX15 inhib: 15-hLO (ALOX15) enzyme inhibition; P16050; Potency, µM (top dose mostly 57.1 µM), inactives show top-dose activity change, negative = inhibition, most hits filed as inhibitors; 74,000 compounds, 1.4% hits; purified 15hLO-1, xylenol orange hydroperoxide absorbance; also: potency is read from the fitted curve at half-maximal effect; % is scaled to controls: 0 for no effect and ±100 for the full control effect; nearly all actives have a fitted effect of over 55% in size
#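 Compounds were preincubated 15 min at room temperature with 40 nM purified human enzyme (25 mM Hepes pH 7.5, 0.01% Triton X-100); 50 uM arachidonic acid reacted 6 min. Fe-xylenol orange detection, 30 min, absorbance ratio 573/405 nm.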
# USP2a inhib: inhibitors of human ubiquitin-specific protease USP2a. Potency, µM (series often up to 38.3 µM), for the others: at the top dose activity change, negative = inhibition, actives largely listed as inhibitors. AID 927. USP2a enzymatic assay, qHTS inhibition. 60,000 compounds, 0.1% hits;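 also: potency is read from the fitted curve at half-maximal effect; nearly all actives have a fitted effect of over 60% in size; plate controls were DMSO for no effect and NEM full inhibition control for full effect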
#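 USP2 core (20 nM final) was preincubated with compound for 30 min at RT in 20 mM Tris-HCl pH 8.0, 2 mM CaCl2, 2 mM beta-mercaptoethanol; Ub-PLA2 (20 nM) plus NBD C6-HPC (20 uM) then added, fluorescence read after 2.5 h.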
# Casp1 inh: caspase-1 (human) inhibition, allosteric or competitive. Caspase-1 enzyme, Ac-WEHD-AFC fluorogenic rate. 75,000 compounds, 0.03% hits. Potency, µM (titrated, usually from 57.5 µM), without a hit: at the highest dose activity change, negative = inhibition, usual class: inhibitors. P29466;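 also: potency is read from the fitted curve at half-maximal effect; plate controls were vehicle for no effect and no substrate for full effect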
# Casp7 inh: caspase-7 (human) inhibition, allosteric or competitive | P55210 | recombinant caspase-7, Ac-DEVD-AFC fluorescence rate | Potency, µM (highest dose often 57.5 µM), without a hit: top-dose activity change, negative = inhibition, hits mostly inhibitors | 75,000 compounds, 0.02% hits; active = well fitted inhibition curve with a large enough effect in the main read-out, with a control signal flat, not every such curve was filed as active; inconclusive = small, poorly fitted or top-dose-only effect, or a change in a side signal; also: potency is read from the fitted curve at half-maximal effect; % of control where 0% means no effect
# BRCT PPI red: inhibitors of human BRCA1 BRCT-phosphoprotein interaction (red fluorophore); P38398; BRCT-phosphopeptide binding, red fluorescence polarization; Potency, µM (doses to about 76.9 µM), for inactives: top-dose activity change, negative = inhibition, actives largely listed as inhibitors; 75,000 compounds, 0.03% hits; AID 892; also: % is scaled to controls: 0 for no effect and ±100 for the full control effect
# Target sequence (P38398 whole entry, looked up): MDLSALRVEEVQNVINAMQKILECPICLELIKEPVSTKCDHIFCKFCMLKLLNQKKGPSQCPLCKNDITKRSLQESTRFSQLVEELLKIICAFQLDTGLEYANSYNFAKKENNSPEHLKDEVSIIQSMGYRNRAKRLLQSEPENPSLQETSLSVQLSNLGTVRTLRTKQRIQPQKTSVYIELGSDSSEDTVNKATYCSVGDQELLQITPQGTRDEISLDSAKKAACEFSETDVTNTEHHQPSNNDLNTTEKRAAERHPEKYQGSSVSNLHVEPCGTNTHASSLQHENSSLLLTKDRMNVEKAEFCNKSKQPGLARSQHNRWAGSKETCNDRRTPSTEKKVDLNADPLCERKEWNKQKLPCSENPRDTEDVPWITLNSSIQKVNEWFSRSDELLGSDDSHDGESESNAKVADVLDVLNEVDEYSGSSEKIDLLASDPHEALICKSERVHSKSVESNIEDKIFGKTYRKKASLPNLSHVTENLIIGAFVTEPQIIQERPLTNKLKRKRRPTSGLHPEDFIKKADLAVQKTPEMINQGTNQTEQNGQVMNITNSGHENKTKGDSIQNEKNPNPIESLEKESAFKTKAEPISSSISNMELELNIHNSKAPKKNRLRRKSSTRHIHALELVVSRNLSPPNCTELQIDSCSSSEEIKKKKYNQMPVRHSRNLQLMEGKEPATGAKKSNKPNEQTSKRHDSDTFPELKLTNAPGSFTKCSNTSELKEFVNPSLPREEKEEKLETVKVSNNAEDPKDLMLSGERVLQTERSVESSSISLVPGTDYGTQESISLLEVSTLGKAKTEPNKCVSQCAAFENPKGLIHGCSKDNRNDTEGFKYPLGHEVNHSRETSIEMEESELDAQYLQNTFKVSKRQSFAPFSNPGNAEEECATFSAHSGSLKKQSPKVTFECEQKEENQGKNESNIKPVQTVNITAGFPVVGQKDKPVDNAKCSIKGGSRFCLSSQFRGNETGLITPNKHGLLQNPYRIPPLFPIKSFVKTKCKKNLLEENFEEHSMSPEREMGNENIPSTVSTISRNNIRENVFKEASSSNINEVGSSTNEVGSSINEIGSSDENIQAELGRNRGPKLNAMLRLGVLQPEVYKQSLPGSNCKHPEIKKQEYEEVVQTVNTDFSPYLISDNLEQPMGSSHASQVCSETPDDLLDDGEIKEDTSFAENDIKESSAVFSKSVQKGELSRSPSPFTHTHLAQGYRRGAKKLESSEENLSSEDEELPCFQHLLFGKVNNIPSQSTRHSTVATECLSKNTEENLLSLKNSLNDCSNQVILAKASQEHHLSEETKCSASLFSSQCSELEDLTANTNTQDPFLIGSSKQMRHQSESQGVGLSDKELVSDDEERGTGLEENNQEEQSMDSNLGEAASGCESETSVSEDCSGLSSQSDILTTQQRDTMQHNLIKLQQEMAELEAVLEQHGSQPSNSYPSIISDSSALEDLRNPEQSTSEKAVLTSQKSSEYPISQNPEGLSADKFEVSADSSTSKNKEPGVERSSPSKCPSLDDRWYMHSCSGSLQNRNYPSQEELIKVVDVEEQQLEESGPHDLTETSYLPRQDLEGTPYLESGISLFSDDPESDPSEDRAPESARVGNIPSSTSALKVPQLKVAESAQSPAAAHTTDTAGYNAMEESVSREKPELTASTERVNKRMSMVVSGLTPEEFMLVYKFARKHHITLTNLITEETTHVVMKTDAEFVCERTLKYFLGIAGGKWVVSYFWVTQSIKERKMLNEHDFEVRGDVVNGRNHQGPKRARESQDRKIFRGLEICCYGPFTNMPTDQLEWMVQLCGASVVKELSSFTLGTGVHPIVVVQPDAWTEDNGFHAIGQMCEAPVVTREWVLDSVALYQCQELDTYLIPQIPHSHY
#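 Rhodamine-labelled pBACH1 10-mer (100 nM) bound to BRCT domain (100 nM) at pH 7.3; compounds incubated 12 min room temperature, polarization read. Free peptide defines full inhibition; unlabelled decapeptide titrated as control.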
# Rhodamine fluor: compound autofluorescence in rhodamine spectral region | max dye-equivalent concentration, M | 59,000 compounds, 0.05% hits | AID 594 | Rhodamine-region fluorescence, 547/598 nm, Tris buffer; active compounds read high; in the data active = max dye-equivalent concentration above about 11 nM; inconclusive = between about 1.1 nM and that limit
#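 Compound fluorescence in 100 mM Tris, pH 8.0, read after 15 min at room temperature with 547 nm excitation and 598 nm emission. Output is dye-equivalent concentration from an on-plate rhodamine standard series.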
# HADH2 inhib: blocks human hydroxyacyl-CoA dehydrogenase type II | Q99714 | recombinant HADH2, NADH fluorescence, beta-hydroxybutyryl-CoA | Potency, µM (top dose mostly 57.1 µM), for the others: top-dose activity change, negative = inhibition, most hits filed as inhibitors | 73,000 compounds, 3.4% hits | AID 886; also: potency is read from the fitted curve at half-maximal effect; % is scaled to controls: 0 for no effect and ±100 for the full control effect; nearly all actives have a fitted effect of over 60% in size; many of its hits are not listed in these tables
#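 20 nM HADH2 + cpd, 15 min RT; add 1 mM NAD+/90 uM beta-hydroxybutyryl-CoA; kinetic fluorescence 360/450 nm, 4 min. Tris-HCl pH 9.0, 0.01% Tween-20.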
# DNA Pol III inh: blocks replication by bacterial DNA polymerase III holoenzyme; reconstituted DNA polymerase III holoenzyme replication, biochemical; Potency, µM (titrated, usually from 57.1 µM), inactives show at the top dose activity change, negative = inhibition; 71,000 compounds, 0.25% hits; AID 603; also: potency is read from the fitted curve at half-maximal effect; % is scaled to controls: 0 for no effect and ±100 for the full control effect
#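 Reconstituted *E. coli* holoenzyme (0.35 nM Pol III, 1 nM beta, 154 nM SSB, 2 nM primase) was preincubated with compound for 15 min at RT. Synthesis on 1.4 nM ssM13Gori ran 35 min, then was stopped with PicoGreen/EDTA and read as dsDNA fluorescence.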
# BRCT inh green: inhibitors of human BRCA1 BRCT-phosphoprotein interaction (green fluorophore); P38398; BRCA1 BRCT-phosphopeptide binding, green fluorescence polarization; Potency, µM (doses to about 76.9 µM), for inactives: top-dose activity change, negative = inhibition, hits mostly inhibitors; 75,000 compounds, 0.05% hits;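 also: potency is read from the fitted curve at half-maximal effect; plate controls were peptide without protein for full effect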
#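 Fluorescence polarization: His-tagged BRCT (~35 kDa BRCA1 C-terminus, 250 nM) bound to 100 nM fluorescein-labeled phosphorylated 10-aa BACH1 peptide, pH 7.3 phosphate buffer with DTT and Tween 20. Compounds incubated 12 min at room temperature; inhibition read as lowered polarization.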
# Tau filament bind: tau filament binding; P10636; recombinant tau filaments, thioflavin S fluorescence, 15 h; filaments grown with octadecylsulfate alongside compound; 71,000 compounds, 2% hits; Potency, µM (top dose mostly 57.1 µM), inactives show at the top dose activity change, negative = inhibition;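 also: potency is read from the fitted curve at half-maximal effect; % is scaled to controls: 0 for no effect and ±100 for the full control effect; actives lower thioflavin S fluorescence by blocking filaments or displacing dye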
#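 Assay mix: 1 uM His-tagged tau, 30 uM sodium octadecylsulfate, thioflavine S dye in HEPES/NaCl/DTT buffer. Compound is added prior to the inducer. Fluorescence after 15 h at 37 C.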
# Numbers without * were called inactive; i = inactive; ? = inconclusive; · = not tested or not shown; [ ] = dose if it differs, or a comment. Unless noted, calls follow the shape of the dose curve; as a rule, active = well fitted curve in the direction sought with a large enough effect; inconclusive = small, poorly fitted or top-dose-only effect, or another doubt; inactive = no such curve, though single readings can be large; an effect the other way counts as inactive or inconclusive.
SMILES,HEK293 cAMP ctrl,ALOX15 inhib,USP2a inhib,Casp1 inh,Casp7 inh,BRCT PPI red,Rhodamine fluor,HADH2 inhib,DNA Pol III inh,BRCT inh green,Tau filament bind
C=CCn1c(C)cc(C(=O)CSc2nnc(Cc3ccccc3)o2)c1C,?,-7%,-1%,-2%,0%,0.3%,i,1%,-4%,-0.6%,104%
CC(C)N(Cc1ccccc1)C(=O)COC(=O)c1ccc2c(c1)OCCO2,?,11%,2%,-3%,-2%,1.2%,i,12%,1%,-1.7%,-2%
COc1cccc(-c2nc(=S)c3c(n2Cc2ccco2)CCCC3)c1,?,-19%,34%[activator],-4%,-1%,1.8%,i,-13%,-14%,-0.9%,16µM*
Cc1cccc(NC(=O)CSc2nnc(-c3cc(C)n(-c4ccccc4)c3C)o2)c1C,?,-24%,16%,-1%,-5%,-1.3%,i,1%,1%,-1.5%,22%
Cn1c(SCc2c(F)cccc2Cl)nnc1-c1cnccn1,15%,1%,5%,0%,-2%,0.2%,i,-5%,-2%,-0.3%,-20%
Cc1nc(-c2cccc(S(=O)(=O)N3CC(C)OC(C)C3)c2)cs1 (stereo not drawn),7%,-4%,8%,-2%,-2%,0.3%,i,-12%,-4%,1.6%,-2%
O=C(Nc1nc(-c2cccnc2)cs1)c1ccc(S(=O)(=O)N2CCOCC2)cc1,-3%,8%,8%,0%,1%,-1.8%,i,10%,-3%,-1.4%,30%
Fc1ccc(CSc2nnc(-c3cccs3)o2)cc1,?,5%,·,-3%,1%,0.3%,i,1%,-4%,0.5%,-4%
Cc1ccc(-n2ncc3c(NCc4ccco4)ncnc32)c(C)c1,-2%,-1%,·,6%,9%,1.5%,·,2%,-7%,-1.9%,-12%
Cc1noc(C)c1COC(=O)CCCc1nc2ccccc2s1,25%,10%,3%,-2%,1%[0.00368 µM],1.3%,i,-6%,-7%,-2.7%,-1%
O=C(CN1CCCCC1)Nc1nnc(-c2ccccc2)s1,4%[11.4 µM],4%[11.4 µM],1%[7.66 µM],-1%,1%,-0.5%,·,-8%[11.4 µM],-8%[11.4 µM],0.7%,11%[11.4 µM]
O=C(CSc1nc(N2CCCCC2)nc(N2CCCCC2)n1)Nc1nccs1,11%,3%,5%,1%,0%,1.2%,i,27%,5%,-1.1%,-2%
CN1CCN(S(=O)(=O)c2ccc(N3CCN(S(=O)(=O)/C=C/c4ccccc4)CC3)nc2)CC1,9%,-7%,34%[activator],2%,1%,0.6%,i,9%,-3%,0.2%,31%
Cc1cc(=Nc2ccc3c(c2)c(N)cc(C)[n+]3C)nc(N)n1C,1%[11.4 µM],48%[activator][11.4 µM],·,4%[11.5 µM],-3%[11.5 µM],0.3%[15.4 µM],i,-10%[11.4 µM],-10%[11.4 µM],0.3%[15.4 µM],102%[11.4 µM]
O=C(CSc1nnc(-c2cc3ccccc3cc2O)n1Cc1ccco1)c1ccc(F)cc1,33%,?,211%[activator],-7%,-3%,-0.8%,i,-2%,-4%,-2.5%,10%
O=S(=O)(Nc1cccnc1)c1cccs1,?,-2%,-5%,-1%,4%,-1.6%,i,11%,-3%,-4.1%,-6%
CC(C)CN1CCC2(CC1)CCN(C(=O)c1cnccn1)CC2,5%,9%,7%,0%,-1%,-1.3%,i,4%,-5%,-4.3%,4%
COc1ccc(NS(=O)(=O)c2cccs2)c(OC)c1,-4%,-4%,·,0%,-1%,-2.0%,·,2%,·,0.8%,·
Cc1ccc2oc(C(=O)Nc3c(C)n(C)n(-c4ccccc4)c3=O)c(C)c2c1,15%,-4%,9%,-1%,1%,1.4%,i,-17%,2%,1.9%,4%
O=C(Nc1ccc(Cl)cc1)C(c1ccccc1)N(CCO)CCO (stereo not drawn),-1%,4%,-4%,1%,0%,0.0%,i,10%,-8%,-1.6%,3%
O=C(c1cccs1)N1CCN(Cc2ccncc2)CC1,1%,-12%,-11%,2%,7%,-1.8%,i,9%,-6%,-5.2%,2%
CCOC(=O)Cc1csc(NC(=O)CCS(=O)(=O)Cc2ccccc2)n1,0%,5%,21%,0%,-1%,-3.7%,i,-4%,-8%,-0.2%,-6%
O=S(N1CCCCCC1)C12CC3CC(CC(C3)C1)C2 (stereo not drawn),18%,1%,5%,-9%,-1%,0.6%,·,9%,1%,-3.1%,8%
CC1CN(C(=O)COC(=O)c2cccs2)CC(C)O1 (stereo not drawn),4%,-1%,-9%,1%,0%,0.7%,i,3%,-1%,-1.5%,-3%
CC(=O)OCCNC(=O)c1cc2ccccc2oc1=O,2%,8%,2%,-1%,-2%,-1.3%,i,?,-2%,-0.8%,0%
C=CCn1c(SCC(=O)NCc2ccco2)nnc1-c1ccc2ccccc2n1,5%,0%,-2%,1%,1%,2.9%,i,6%,-10%,-0.4%,4%
Cc1noc(C)c1S(=O)(=O)NCCN1CCN(c2ccccc2)CC1,-2%,4%,5%,0%,1%,-1.0%,i,8%,-9%,-3.3%,-9%
COc1ccc(C)cc1S(=O)(=O)Nc1cccc(SC)c1,2%,-8%,4%,-1%,0%,-1.1%,i,-4%,-2%,-3.9%,20%
O=C1C2C3C=CC(C3)C2C(=O)N1c1ccc2c(c1)CCC2 (stereo not drawn),?,10%,-9%,0%,0%,-1.2%,i,-6%,0%,-0.3%,-3%
O=C(c1ccc(N2CCOCC2)cc1)c1cccs1,8%,-15%,-4%,-7%,-2%,-0.4%,i,-17%,-4%,-1.5%,-12%
CC(=O)c1ccc(Oc2cc(C)nc(-n3nc(C)cc3C)n2)cc1,?,12%,-11%,2%,-1%,-1.4%,i,6%,-9%,0.6%,2%
CN(C)c1ccc(/C(=N\O)C(F)(F)F)cc1,1%[11.4 µM],?,2%[7.66 µM],-1%,-2%,-0.4%,·,-17%[11.4 µM],0%[11.4 µM],-1.1%,-12%[11.4 µM]
CCOC(=O)CCN1C(=O)[C@H]2[C@H]3[C@H](O)[C@H](O)C/C(=N/OCC(C)C)[C@H]3CC[C@@H]2C1=O,-4%[11.4 µM],1%[11.4 µM],·,1%[11.5 µM],2%[11.5 µM],-0.8%[15.4 µM],·,2%[11.4 µM],·,0.0%[15.4 µM],·
N#CC1=C(N)Oc2n[nH]c(CSc3ccccc3)c2C12C(=O)Nc1ccccc12 (stereo not drawn),-5%,8%,10%,-2%,1%,0.2%,i,-10%,-3%,-2.5%,7%
CCC(CCC(=O)Nc1cccc(C(=O)O)c1)C(=O)O (stereo not drawn),4%,-12%,7%,1%,0%,-0.9%,i,-3%,-3%,-3.5%,4%
CC(C)N(CCNC(=O)c1cn(C)c2ccc(S(=O)(=O)N(C)C)cc2c1=O)Cc1ccccc1,2%,10%,·,-3%,-1%,-1.6%,·,-14%,-1%,6.7%,15%
C=CCNC(=O)c1nn2cccnc2c1Cl,3%,8%,2%,-1%,-1%,0.0%,i,-2%,-2%,0.4%,0%
COc1cc(-c2nnc(COc3ccc4ccccc4c3)o2)cc(OC)c1OC,?,-9%[11.4 µM],13%[7.66 µM],-3%,-1%,0.5%,·,?,2%[11.4 µM],0.4%,92%[11.4 µM]

# Record cards (already shown). Order of values: HEK293 cAMP ctrl | ALOX15 inhib | USP2a inhib | Casp1 inh | Casp7 inh | BRCT PPI red | Rhodamine fluor | HADH2 inhib | DNA Pol III inh | BRCT inh green | Tau filament bind
# Cc1nc(-c2cccc(S(=O)(=O)N3CC(C)OC(C)C3)c2)cs1 (stereo not drawn) is entered as 7% | -4% | 8% | -2% | -2% | 0.3% | i | -12% | -4% | 1.6% | -2%
# CC(=O)OCCNC(=O)c1cc2ccccc2oc1=O is entered as 2% | 8% | 2% | -1% | -2% | -1.3% | i | ? | -2% | -0.8% | 0%

# By substructure: the compounds so far with a Cl atom (3)
SMILES,HEK293 cAMP ctrl,ALOX15 inhib,USP2a inhib,Casp1 inh,Casp7 inh,BRCT PPI red,Rhodamine fluor,HADH2 inhib,DNA Pol III inh,BRCT inh green,Tau filament bind
Cn1c(SCc2c(F)cccc2Cl)nnc1-c1cnccn1,15%,1%,5%,0%,-2%,0.2%,i,-5%,-2%,-0.3%,-20%
O=C(Nc1ccc(Cl)cc1)C(c1ccccc1)N(CCO)CCO (stereo not drawn),-1%,4%,-4%,1%,0%,0.0%,i,10%,-8%,-1.6%,3%
C=CCNC(=O)c1nn2cccnc2c1Cl,3%,8%,2%,-1%,-1%,0.0%,i,-2%,-2%,0.4%,0%

# Only part of the results is shown; the hit share may differ from the screen's.
